NCI-60 one-dose screen, 48 h, at 10 µM unless noted. Numbers give growth in % (100 = growth as untreated, 0 = no growth, -100 = all killed).
MDA-MB-435: MDA-MB-435 melanoma. 82,000 compounds, 7.8% hits. AID 1794794
HOP-62: HOP-62 NSCLC. 80,000 compounds, 3.9% hits. AID 1794735
HOP-92: HOP-92 NSCLC cells. 71,000 compounds, 6.3% hits. AID 1794738
CCRF-CEM: CCRF-CEM leukemia; 77,000 compounds, 7% hits
SR: SR leukemia cells; 73,000 compounds, 8.7% hits; AID 1794780
K-562: K-562 leukemia; AID 1794777; 78,000 compounds, 7.4% hits
MOLT-4: MOLT-4 leukemia cells; 80,000 compounds, 6.9% hits; AID 1794779
RPMI-8226: RPMI-8226 leukemia cells. 77,000 compounds, 7.5% hits. AID 1794781
* = called active by the depositor. How the source made its calls: active means growth percent below 10; inactive means the rest.

What do the screens show for `COc1cc2nc(N3CCC[C@@H](N)C3)nc(N)c2cc1OC`?
MDA-MB-435: 87; HOP-62: 104; HOP-92: 85; CCRF-CEM: 94; SR: 90; K-562: 98; MOLT-4: 95; RPMI-8226: 97

What do the screens show for `O=S1(=O)N=C2Sc3ccccc3N2c2ccncc21`?
MDA-MB-435: 97; HOP-62: 98; HOP-92: 37; CCRF-CEM: 34; SR: 74; K-562: 104; MOLT-4: 99; RPMI-8226: 81

Results for CC(C)(C)c1ccc(Cn2cc(CSc3nc4ccccc4o3)nn2)cc1 ?
MDA-MB-435: 106; HOP-62: 93; HOP-92: 94; CCRF-CEM: 111; SR: 101; K-562: 99; MOLT-4: 94; RPMI-8226: 111

Results for Nc1nn(-c2ccccc2)c2nc(=S)[nH]c(-c3ccc(Cl)cc3Cl)c12 ?
MDA-MB-435: 101; HOP-62: 87; HOP-92: 73; CCRF-CEM: 97; SR: 89; K-562: 97; MOLT-4: 85

How did CC1(C(=O)O)NC(C(=O)O)Cc2c1[nH]c1ccccc21 (stereo not given) do in these assays?
MDA-MB-435: 95; HOP-62: 102; CCRF-CEM: 83; SR: 93; K-562: 97; MOLT-4: 89; RPMI-8226: 95

Of the compounds above, these contain an NH in an aromatic ring.
Results for Nc1nn(-c2ccccc2)c2nc(=S)[nH]c(-c3ccc(Cl)cc3Cl)c12 ?
MDA-MB-435: 101; HOP-62: 87; HOP-92: 73; CCRF-CEM: 97; SR: 89; K-562: 97; MOLT-4: 85

How did CC1(C(=O)O)NC(C(=O)O)Cc2c1[nH]c1ccccc21 (stereo not given) do in these assays?
MDA-MB-435: 95; HOP-62: 102; CCRF-CEM: 83; SR: 93; K-562: 97; MOLT-4: 89; RPMI-8226: 95

Screening results: PubChem BioAssay, NCI
